HTR5A ag = HTR5A agonists in luminescence cell assay, primary screen, counter-screen for OPRM1-OPRD1 heterodimer agonist project, full-deck HTS | hit rate 0.61% among 340,000 | activation, % at 9.3 µM | 5-hydroxytryptamine receptor 5A (Homo sapiens), P47898 | cell-based; in the data active = activation mostly above about 9.5%, no sharp cut-off; inactive = mostly below about 7.6%;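 note: 0% = cells with vehicle only and 100% = reference agonist; strong numbers were not always called active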
Target sequence (P47898 whole entry, looked up): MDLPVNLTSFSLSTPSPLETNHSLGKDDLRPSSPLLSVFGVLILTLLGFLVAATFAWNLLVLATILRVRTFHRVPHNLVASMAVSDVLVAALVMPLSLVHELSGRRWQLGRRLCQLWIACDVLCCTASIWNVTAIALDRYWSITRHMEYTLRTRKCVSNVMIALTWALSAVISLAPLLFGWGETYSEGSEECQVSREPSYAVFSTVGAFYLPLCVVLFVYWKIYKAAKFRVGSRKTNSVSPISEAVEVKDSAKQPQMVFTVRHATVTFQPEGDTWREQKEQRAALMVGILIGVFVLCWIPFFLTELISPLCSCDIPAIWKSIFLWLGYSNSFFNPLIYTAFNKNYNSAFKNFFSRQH
MOR-DOR ag = agonists of OPRM1-OPRD1 heterodimerization, primary screen, cell-based, luminescence. Mu-type opioid receptor (Homo sapiens) + Delta-type opioid receptor (Homo sapiens), …. cells. activation, % at 9.3 µM. hit rate 0.3% among 340,000. AID 504326, 2011; in the data active = activation above about 18%;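 note: 0% = vehicle-treated cells and 100% = reference agonist; values of inactives mirror those of a sister screen read the other way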
Pemphigus Ab inh = inhibitors of pemphigus antibody binding to DSG3, primary screen, biochemical, bead-based, flow cytometry, scFv-GFP; binding (percent of control), % at 10 µM; hit rate 0.48% among 310,000; DSG3-coupled beads, scFv-anti-DSG3-GFP binding; hits give low values; Desmoglein-3 (Homo sapiens), P32926;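 active = binding more than 3 SD below its plate's average and above zero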;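 note: hits lower antibody fragment binding to DSG3; some compounds called inactive have numbers as strong as hits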
SUMO Mot1 rescue = yeast Mot1-301 growth rescue at high temperature, primary screen, SUMOylation pathway inhibitor project, S. cerevisiae, ATP luminescence, 38.5C; S. cerevisiae Mot1-301 growth rescue; percent above DMSO median, 100 means doubled; growth rescue, % at 18.8 µM; hit rate 1% among 320,000;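 active = every valid replicate shows activation above 250% relative to neutral control wells; inactive = the rest, any valid replicate at or below 250%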;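 note: OY570 slx delta 5 strain wells were the positive control but not used for scaling; some compounds called inactive have numbers as strong as hits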
PfHsp90 yeast 2 = growth inhibition of PfHsp90-expressing yeast, primary screen, antimalarial PfHsp90 inhibitor project, S. cerevisiae, BacTiter-Glo luminescence, single point, set 2. inhibition, % at 9.4 µM. hit rate 0.32% among 310,000. BacTiter-Glo ATP, 48 h; yeast lacking PDR1 and PDR3 efflux regulators;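 active = every replicate shows inhibition above about 80%, whatever the replicate mean, limit read from the data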;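 note: 0% = DMSO neutral controls and 100% = 20 µM radicicol positive controls; yeast relying on Plasmodium falciparum Hsp90 in place of its own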
phage Ecoli inh = growth loss of phage-infected E. coli, primary screen, RecBCD inhibitor project, absorbance, with phage, HTS; hit rate 0.26% among 360,000; inhibition, % at 11.9 µM; AID 651602, 2012; in the data active = inhibition above about 11%
OPRM1-OPRD1 inv = inverse agonists of MOR-DOR heterodimerization, primary screen, cell-based, luminescence; AID 504357, 2011; hit rate 0.21% among 340,000; cell-based MOR-DOR heterodimer luminescence, inverse agonism; Mu-type opioid receptor (Homo sapiens) + Delta-type opioid receptor (Homo sapiens), …; inhibition, % at 9.3 µM; in the data active = inhibition above about 22%, passing the limit was not always enough;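 note: 0% = cells with DMSO and 100% = wells without cells with DMSO; values of inactives mirror those of a sister screen read the other way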
Ecoli viability = E. coli V3065 growth inhibition, primary screen, counter-screen for AddAB inhibitor project, absorbance, OD600 | 18 h | hit rate 0.27% among 330,000 | AID 449728, 2010 | inhibition, % at 11.9 µM;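 active = inhibition above the campaign's mean inhibition across all tested compounds plus 3 SD, cut at about 9.9% in these data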;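 note: uninfected addAB+ strain grown without phage in ampicillin broth; 0% = DMSO wells and 100% = ciprofloxacin 0.95 µg/ml wells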
AddAB inh = growth inhibition of E. coli expressing H. pylori AddAB, primary screen, AddAB inhibitor project, absorbance | inhibition, % at 11.9 µM | hit rate 0.29% among 330,000; in the data active = inhibition above about 12%;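 note: 0% = vehicle wells of infected cells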
HTR5A inv ag = HTR5A inverse agonists in luminescence cell assay, primary screen, counter-screen for OPRM1-OPRD1 heterodimer inverse agonist project, full-deck HTS; 5-hydroxytryptamine receptor 5A (Homo sapiens), P47898; AID 504634, 2011; hit rate 0.083% among 340,000; HTR5A cell line, inverse agonism; inhibition, % at 9.3 µM; in the data active = inhibition mostly above about 23%, no sharp cut-off; inactive = mostly below about 18%;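 note: 0% = cells with DMSO and 100% = no-cell wells with DMSO; some compounds called inactive have numbers as strong as hits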
PKA-R1A act = activators of PKA-R1A holoenzyme, primary screen, biochemical, fluorescence polarization, Cy5-IP20, bovine R1A, mouse PKAc | AID 504707, 2011 | hit rate 0.083% among 340,000 | activation, % at 11.4 µM | cAMP-dependent protein kinase type I-alpha regulatory subunit (Bos taurus) + … | PKA-R1A dissociation; scaled: DMSO 0%, 113 µM cGMP 100%;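 active = percent activation above the mean of all tested compounds plus 3 SD, cut at about 19% in these data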;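 note: higher means more PKAc released from R1A so a rise in polarization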
Active calls of the source: *; x = not tested or not shown; & = joins results of further samples.

SMILES	HTR5A ag	MOR-DOR ag	Pemphigus Ab inh	SUMO Mot1 rescue	PfHsp90 yeast 2	phage Ecoli inh	OPRM1-OPRD1 inv	Ecoli viability	AddAB inh	HTR5A inv ag	PKA-R1A act
O=C(c1cc2c(s1)CCCC2)N1CCN(c2ccccc2)CC1	7	0.9	100	-14	6	2.3	-4	-0.2	3.0	-23	-8
CC1CCCCN1C(=O)c1ccc(COc2ccc([N+](=O)[O-])cc2)o1 (stereo unspecified)	4	-2.3	97	-2	16	2.8	12	2.0	0.2	-9	6
Nc1c(C(=O)N2CCCC2)sc2nc3c(cc12)CCCCCC3	-3	-0.6	92	-15	26	-0.9	3	-2.0	0.9	12	8
CC(C)NC(=O)c1cc2n(n1)C(C(F)(F)F)CC(c1ccco1)N2 (stereo unspecified)	-5	-1.4	100	x	-13	1.8	7	-0.4	0.5	2	2
Cn1ncc(Cl)c1C(=O)Nc1cccc(Cl)c1	-2	2.4	106	19	x	2.0	-14	2.2	3.6	9	0
CCn1c(SCC(=O)Nc2ccc(C(C)=O)cc2)nc2c([nH]c3ccccc32)c1=O	3	-1.8	88	17	-19	-0.4	9	2.0	3.9	0	-8
O=C(/C=C/c1ccc(S(=O)(=O)NCc2ccco2)cc1)NCc1ccccc1Cl	3	1.5	97	34	6	1.9	-8	-0.5	0.2	-11	-9
Fc1cccc(CSc2nnc3ccc(-c4ccncc4)nn23)c1	7	-1.2	99	x	11	1.9	6	0.9	1.5	-31	-3
O=C(NCCN1CCN(c2ccccc2)CC1)Nc1ccccc1Cl	0	-1.1	106	-6	-10	2.7	5	-0.5	-2.5	0	-6
CC(=O)N1CCN(c2ccc(NC(=S)NC(=O)c3ccccc3)cc2)CC1	-3	-2.3	101	21	29	3.9	12	-0.6	-0.9	10	6
Cc1nc2ccccc2cc1C(=O)N/N=C/c1cccc([N+](=O)[O-])c1	3	-0.1	102	-15	-3	0.9	1	0.7	1.1	36	-2
O=C(c1ccccc1F)N1CCC(N2CCCCCC2)CC1	-2	-2.7	x	-5	23	1.9	14	-1.5	-1.4	8	-7
COc1ccc(C(=O)Nc2ccc3[nH]ncc3c2)cc1	6	-1.7	109	189	6	3.8	9	0.5	3.0	0	-3
COc1ccc(S(=O)(=O)N(CC(=O)NCC2CCCO2)c2ccc(Cl)cc2)cc1 (stereo unspecified)	-1	-0.1	x	139	3	0.5	1	1.4	0.7	4	1
Cc1cccc(NS(=O)(=O)c2ccc(C)c(C(=O)NC3CCN(Cc4ccccc4)CC3)c2)c1	-4	3.7	77	x	x	-0.1	-16	x	x	10	0
C=CCNC(=S)Nc1nc2c(cc1C(=O)OCC)CCCC2	-3	-3.6	102	-7	2	2.6	18	0.8	4.6	8	-4
O=C(NCCc1ccccn1)c1cccc(S(=O)(=O)N2CCCCCC2)c1	2	-1.3	109	244	-4	1.9	8	3.3	0.7	-7	-4
N#CC1(NC(=O)COC(=O)c2ncc(Cl)c(Cl)c2Cl)CCCCC1	-6	0.7	100	-4	-15	0.9	-4	0.2	1.9	15	-6
O=C(O)c1cc(S(=O)(=O)Nc2ccc(OCc3ccccc3)cc2)ccc1Br	0	0.0	103	414*	-6	1.0	0	-1.4	2.0	-1	-1
Cc1oc(C(C)(C)C)cc1C(=O)Nc1cccc(C(=O)O)c1	1	-0.7	94	5	x	0.2	4	-2.6	-2.9	11	5
Cn1c(N2CCOCC2)c(/C=N/O)c2ccccc21	-3	-2.0	82	-1	-26	3.6	10	-3.7	0.3	18	1
Cc1cccc(C)c1NC(=O)NC1(C(=O)N2CCCCC2)CCCCC1	4	-3.0	x	-5	14	0.9	19	-1.8	3.4	1	11
C=CCOC(=O)C1=C(C)NC(=O)NC1c1ccc(O)cc1 (stereo unspecified)	1	-0.4	106	13	-25	2.1	2	x	x	-5	-3
COc1ccc(N=C2S/C(=C\c3ccc(C)o3)C(=O)N2CC(C)C)cc1	-11	1.3	102	133	3	2.6	-7	1.8	4.2	25	-10
O=C(Nc1nnc(-c2ccc(Cl)cc2)o1)c1ccc(N2C(=O)CCC2=O)cc1	2	-2.5	x	23	-25	-0.9	12	-3.3	1.1	14	-1

(more compounds)
SMILES	HTR5A ag	MOR-DOR ag	Pemphigus Ab inh	SUMO Mot1 rescue	PfHsp90 yeast 2	phage Ecoli inh	OPRM1-OPRD1 inv	Ecoli viability	AddAB inh	HTR5A inv ag	PKA-R1A act
CN(CC(=O)Nc1ccc(F)cc1Cl)Cc1cccs1	1	8.9	103	-9	0	0.6	-62	1.1	2.3	6	-5
COc1ccc(CCNCC(C)c2ccccc2)cc1 (stereo unspecified)	-3	-2.8	101	110	-37	2.2	13	0.6	2.3	10	3
NS(=O)(=O)c1ccc(NC(=O)c2cc(-c3cccs3)nc3ccccc23)cc1	4	-1.9	36*	1	-2	6.7	10	0.2	4.5	-11	5
Cc1ccc(-n2c(-c3ccc(Cl)cc3Cl)n[nH]c2=S)cc1	-5	1.3	104	-8	-2	-0.1	-6	0.7	3.8	19	-4
Cc1ccc(OC(=O)c2cccc(S(=O)(=O)N3CCN(C)CC3)c2)c(Br)c1	1	-2.0	100	0	7	1.9	10	-1.4	-0.4	3	-3
COc1ccc(C(=O)NCC(=O)OCC(=O)N2CCN(S(=O)(=O)c3ccccc3)CC2)cc1	2	-0.7	124	-10	6	1.3	4	1.6	3.4	-50	-13
O=C(NCc1ccccc1)C1CCCN(c2ncnc3c2nc2n3CCCCC2)C1 (stereo unspecified)	3	-3.7	111	288	-17	-0.7	19	1.1	0.8	7	1
COc1ccc(CN(C(=O)c2ccccc2Br)C2CCS(=O)(=O)C2)cc1 (stereo unspecified)	1	-2.2	100	28	14	2.5	13	-2.7	0.2	-3	5
Cc1nc2c3cc(Cl)ccc3n(CCN3CCCCC3)c2s1	4	1.6	104	-5	13	0.3	-9	1.8	3.6	-8	-9
O=c1c2c3c(sc2n(CCN2CCOCC2)c(=O)n1Cc1ccco1)CCCCC3	-3	-2.2	103	-10	0	0.0	11	1.1	1.6	8	-13
COc1cc(NC(=O)CN2CCN(c3ccccc3F)CC2)cc(OC)c1	1	-3.6	113	14	3	1.1	17	-2.0	2.5	0	3
Cc1cccc(NC(=S)NCc2ccco2)c1C	0	-1.8	99	619*	47	2.2	9	-2.7	1.1	-1	-6
O=[N+]([O-])c1cc(S(=O)(=O)Nc2cccc(Cl)c2)ccc1N=Nc1c(O)[nH]c2ccccc12	-4	-2.0	100	7	7	3.2	9	-0.7	1.5	-6	2
CCOC(=O)c1ccc(NC(=O)COC)cc1	0	-1.1	103	-19	x	1.1	6	-1.0	1.9	-17	-2
O=C(/C=N/O)Nc1ccc2sc3ccccc3c2c1	6	5.5	100	10	-37	3.1	-28	-1.2	0.8	-4	-1
Cc1cccc(C)c1N=Nc1c(C)cc(O)cc1C	-2	0.3	118	-18	112*	3.2	-2	2.7	1.0	6	-1
CCOC(=O)N1CCN(CCC(=O)Nc2cccc(Br)c2)CC1	1&7	-2.1&-1.1	98	-10&-12	4	0.5&3.6	11&5	2.0&-0.3	5.1&3.6	-8&-16	0&-7
CCOc1ccc(/C=N/NC(=O)Nc2ccccc2)cc1	4	6.4	110	12	x	0.2	-31	1.3	5.2	4	-7
CC1CC(C)(C)NC(=S)N1CCCC(=O)Nc1ccc(Br)cc1 (stereo unspecified)	-1	0.2	113	23	x	0.9	-1	2.6	0.4	2	0
CC(=O)NC(C)(CC(=O)c1ccccc1)c1ccccc1 (stereo unspecified)	-3	-2.8	101	4	-4	0.7	14	0.0	0.4	-5	-6
Cc1ccc(S(=O)(=O)N2CCCCC2)cc1NC(=O)COC(=O)CN1C(=O)NC2(CC(C)CC(C)(C)C2)C1=O (stereo unspecified)	-2	-3.0	104	x	x	-0.6	13	x	x	6	-6
CC(=O)C1=C(O)C(=O)N(c2ccc(Br)cn2)C1c1ccc(F)cc1 (stereo unspecified)	6	-1.0	109	1	0	6.7	5	-2.0	1.7	12	-5
O=C(O)c1ccc(Cl)c(S(=O)(=O)NCC2CCCO2)c1 (stereo unspecified)	0	-2.7	x	-5	29	2.6	14	-1.7	-0.5	-1	6
CC(/C=N/n1c(-c2ccc(Cl)cc2)n[nH]c1=S)=C\c1ccco1	0	7.2	102	18	3	3.9	-33	-2.7	3.8	33	-3
COc1cc(C)c(Cl)c(C)c1S(=O)(=O)NC1CC(C)(C)NC(C)(C)C1	1	-0.9	101	3	12	1.4	5	0.3	0.8	-2	7

The results go on:
SMILES	HTR5A ag	MOR-DOR ag	Pemphigus Ab inh	SUMO Mot1 rescue	PfHsp90 yeast 2	phage Ecoli inh	OPRM1-OPRD1 inv	Ecoli viability	AddAB inh	HTR5A inv ag	PKA-R1A act
COc1cc(S(=O)(=O)NCCOC23CC4CC(CC(C4)C2)C3)c(OC)cc1Cl	1	4.0	99	-7	-19	1.3	-24	-1.4	1.2	-1	7
O=C(Oc1ccc(Cl)cc1)c1ccc2nccnc2c1	7	-2.2	84	177	9	1.3	13	-2.7	0.9	-34	3
O=C(CN1CCN(Cc2ccccc2)CC1)Nc1ccccc1-c1ccccc1	2	6.7	102	0	6	-1.2	-34	0.0	-1.6	7	5
CC(=O)Nc1ccc(S(=O)(=O)NCCC(=O)OCC(=O)c2cc(C)ccc2C)cc1	-7	-2.1	99	x	x	1.8	11	x	x	18	-2
COc1cccc(/C=N/NC(=O)c2cc3cc([N+](=O)[O-])ccc3s2)c1O	2	-0.4	107	18	-10	5.9	2	3.5	7.8	-35	-6
CCNC(=S)N1CCc2cc(OC)c(OC)cc2C1COc1ccc(F)cc1 (stereo unspecified)	-2	-3.2	115	-7	x	-0.9	16	0.6	0.3	6	4
CCCCn1c(N)c(N(CC(C)C)C(=O)C2=COCCO2)c(=O)[nH]c1=O	4	-3.4	107	3	39	3.2	15	-0.2	2.5	-9	-8
O=C(Nc1ccc2c(c1)OCO2)c1ccc2nc[nH]c2c1	11	-0.4	100	17	-1	1.1	2	-1.7	2.6	18	5
CSc1nc2cc(Cl)ccc2s1	3	-0.2	97	38	3	2.5	1	-0.4	1.5	-14	-3
COc1ccc(NC(=O)NNC(=O)COc2ccc3ccccc3c2)cc1OC	3	0.0	102	15	-23	-2.0	0	1.8	1.7	20	4
CCCN1C(=O)/C(=C\c2ccncc2)SC1=Nc1ccccc1	-2	9.8	101	-8	-38	0.2	-59	-1.1	1.2	7	-21

Compound activity as filed in PubChem BioAssay.
